# Screening data deposited in PubChem by several laboratories.
# DUSP3 inh = inhibitors of human VHR1 phosphatase (DUSP3) | P51452 | recombinant VHR phosphatase, pNPP absorbance | inhibition, % at 13.3 µM | 0.52% of 290,000 active; in the data active = inhibition above about 50%; also: some compounds called inactive have numbers as strong as hits
# Target sequence (P51452 whole entry, looked up): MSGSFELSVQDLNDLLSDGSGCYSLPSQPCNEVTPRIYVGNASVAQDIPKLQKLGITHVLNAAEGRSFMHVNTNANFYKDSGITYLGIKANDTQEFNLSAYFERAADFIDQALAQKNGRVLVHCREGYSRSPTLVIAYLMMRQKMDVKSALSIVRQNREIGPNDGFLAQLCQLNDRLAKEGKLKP
# SARS 3CLpro inh = SARS-CoV 3CLpro protease inhibition; 0.14% of 290,000 active; recombinant SARS-CoV 3CLpro, quenched FRET peptide cleavage; P0C6X7; inhibition, % at 6 µM; in the data active = inhibition above about 12%
# MazF activator = increases E. coli MazEF RNase cleavage of RNA; FAM/BHQ RNA-DNA oligo cleavage fluorescence, 5 h; activation, % at 20 µM; 0.32% of 350,000 active; in the data active = activation above about 50%
# Target sequence (P0AE70 whole entry, looked up): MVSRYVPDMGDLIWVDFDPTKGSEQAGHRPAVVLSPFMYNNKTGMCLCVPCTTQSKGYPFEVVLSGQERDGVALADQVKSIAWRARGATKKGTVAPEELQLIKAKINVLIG
# PrPC TRFRET = reduces human prion protein on the cell surface. P04156. cell surface PrPC, TR-FRET read-out. inhibition, % at 13.8 µM. 0.43% of 370,000 active. AID 720596; in the data active = inhibition above about 24%; also: 0% = median of the test wells and 100% = reference compound wells
# Rv3671c inh = Rv3671c (M. tuberculosis) protease inhibition. inhibition, % at 5.96 µM. P9WHR9. 0.048% of 320,000 active; in the data active = inhibition above about 38%;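 also: extracellular domain of Rv3671c used as enzyme; 0% = enzyme with DMSO and 100% = no enzyme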
# Target sequence (P9WHR9 whole entry, looked up, the tested form may be a part): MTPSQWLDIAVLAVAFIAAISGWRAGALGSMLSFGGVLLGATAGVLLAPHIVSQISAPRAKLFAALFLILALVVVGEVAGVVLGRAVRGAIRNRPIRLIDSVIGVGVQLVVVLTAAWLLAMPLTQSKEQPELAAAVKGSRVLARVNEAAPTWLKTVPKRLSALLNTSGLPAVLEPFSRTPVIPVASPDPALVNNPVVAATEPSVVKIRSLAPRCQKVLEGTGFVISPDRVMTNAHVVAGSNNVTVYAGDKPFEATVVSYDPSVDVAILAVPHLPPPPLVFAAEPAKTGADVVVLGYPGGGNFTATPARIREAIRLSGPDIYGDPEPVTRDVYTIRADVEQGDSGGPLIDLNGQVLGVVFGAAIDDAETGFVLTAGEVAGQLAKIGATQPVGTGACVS
# Vc quorum ag = induces V. cholerae light production without autoinducers; 0.16% of 350,000 active; activation, % at 18.7 µM; V. cholerae BH1578 lux reporter, luminescence, 6 h; in the data active = activation mostly above about 9.7%, no sharp cut-off; also: not every result past the cut was called active; inactives centre near 0; reference of the scale not given here
# CCHF vOTU inh = blocks the CCHF virus ovarian tumor domain protease; inhibition, % at 11.5 µM; 0.55% of 370,000 active; CCHFV vOTU protease, Pep-AMC fluorescence; AID 651958; in the data active = inhibition above about 30%; also: 0% = vehicle wells with enzyme and 100% = no enzyme wells
# SSB-PriA inh = inhibitors of Klebsiella pneumoniae PriA binding to SSB C-terminal tail | AlphaScreen SSBct-PriA binding, biotinylated peptide | inhibition, % at 33 µM | 0.6% of 430,000 active | AID 1272365; in the data active = inhibition mostly above about 37%, no sharp cut-off; inactive = mostly below about 20%;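 also: plate controls were negative control peptide for no effect and reference peptide for full effect; strong numbers were not always called active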
# Y pestis TopoI = Y. pestis Topo-I inhibition via cleavage products. Y. pestis Topo-I cleavage product accumulation, plate reader. activity, % at 10 µM. 0.064% of 360,000 active. AID 504884; in the data active = activity above about 50%, passing the limit was not always enough; also: inactives centre near 2
# TcdB inh = TcdB glycohydrolase inhibition | P18177 | 0.24% of 350,000 active | inhibition, % at 9.99 µM | TcdB glycohydrolase enzymatic assay, plate reader; in the data active = inhibition above about 10%
# An asterisk follows results filed as active; i = inactive; · = not tested or not shown; & = joins results of further samples. Not all compounds are listed; count on the stated rates, not on these rows.
Compound,DUSP3 inh,SARS 3CLpro inh,MazF activator,PrPC TRFRET,Rv3671c inh,Vc quorum ag,CCHF vOTU inh,SSB-PriA inh,Y pestis TopoI,TcdB inh
COC(=O)c1cn(CC(=O)NCc2ccco2)c2ccccc12,10,-1,-12,-6,0,i,8,-5,0,·
Cn1c(=O)c(C(=O)Nc2ncccc2O)c(O)c2ccccc21,21,-2,1,-1,6,-0.4,14,-28,5,·
Cc1nc(N2CCOCC2)[nH]c(=O)c1CCC(C)C,9,1,-15,1,3,i,4,-14,12,·
CCOc1cc(N2CCOCC2)c(OCC)cc1NC(=O)COC(=O)c1ccccc1OC(F)F,·,·,5,2,·,-0.9,-19,-2,-3,-0.1
CCOC(=O)Nc1cc(C(=O)OCC)c(C)nc1C,15,1,5,-4,-1,-0.3,0,-10&-19,-13,·
CCC(CC)C(=O)N(C)c1c(C)nc2c(OCCOc3ccccc3)cccn12,·,·,·,12,·,-0.5,16,·,21,-1.3
Oc1ccc(Cl)cc1-c1cc(-c2ccccc2)n[nH]1,19,4,21,-3,-17,0.1,2,-24,-15,0.3
CC(=O)Oc1ccc2c(=O)oc(-c3ccc([N+](=O)[O-])cc3)nc2c1,2,0,5,-30,-3,-0.5,-5,10,-7,7.1
NS(=O)(=O)c1ccc(NC(=S)N2CCC(O)CC2)cc1,-3,-1,2,5,2,-0.4,-5,-4,-6,-1.1
O=C(Nc1cccc(C(F)(F)F)c1)C1Cc2c(-c3ccccc3)ccnc2O1 (stereo unspecified),·,·,·,12,·,-0.4,26,·,12,-0.5
CCC(=O)Nc1nc2ccccc2n1CCN(CC)CC,-2,-6,0,-8,-1,-2.8,-3,-10,9,·
Cc1ccc(S(=O)(=O)N2CCOCC2)cc1NC(=O)COC(=O)/C=C/c1ccco1,·,·,2,-4,8,i,6,8,4,-2.0

# Whole records, looked up by structure.
# Listed for CCOC(=O)Nc1cc(C(=O)OCC)c(C)nc1C → DUSP3 inh = 15; SARS 3CLpro inh = 1; MazF activator = 5; PrPC TRFRET = -4; Rv3671c inh = -1; Vc quorum ag = -0.3; CCHF vOTU inh = 0; SSB-PriA inh = -10&-19; Y pestis TopoI = -13; TcdB inh = ·
# Listed for COC(=O)c1cn(CC(=O)NCc2ccco2)c2ccccc12 → DUSP3 inh = 10; SARS 3CLpro inh = -1; MazF activator = -12; PrPC TRFRET = -6; Rv3671c inh = 0; Vc quorum ag = i; CCHF vOTU inh = 8; SSB-PriA inh = -5; Y pestis TopoI = 0; TcdB inh = ·

# The listing continues.
Compound,DUSP3 inh,SARS 3CLpro inh,MazF activator,PrPC TRFRET,Rv3671c inh,Vc quorum ag,CCHF vOTU inh,SSB-PriA inh,Y pestis TopoI,TcdB inh
CCc1nn(CCCN2CCN(c3cccc(Cl)c3)CC2)c(=O)n1CCOc1ccccc1,21&21,-4&4,3&6,3&0,3&4,0.8,4&0,12,38&27,0.8&0.7
CN1CCCN(S(=O)(=O)c2ccc3ccccc3c2)CC1,15,2,-1,-6,12,-0.7,-16,-11,-1,-0.8
CC(=O)N1CCOc2ccc(S(=O)(=O)N3CC(C)CC(C)C3)cc21 (stereo unspecified),3,3,-6,5,3,2.1,2,-5,4,0.4
COc1ccc(NC(=O)c2cccs2)cc1,9,-2,-1,0,9,i,-6,-16,-6,·
COc1ccc(C)cc1Nc1nc(C)nc2c1oc1ccccc12,36,2,-7,13,-5,-10,0,-12,4,-2.7
COc1ccc(C(=O)NCC2(c3ccc(OC)c(OC)c3)CCCC2)c(OC)c1,8,3,1,5,-1,-0.3,8,5,6,3.0
CC(C)CC(=O)Nc1cccc(-c2nc3ccccc3o2)c1,-12,-4,3,-1,1,i,2,-7,-2,·
Cc1ccsc1/C=N/NC(=O)CNC(=O)c1ccccc1,-32,-5,1,-9,-6,i,6,·,-1,1.2
CN(C)CCNc1ncnc2c1ncn2[C@H]1CN(CCc2ccccc2)C[C@@H](CO)O1,·,·,·,-4,·,-4.5,-5,·,-1,0.5
N#Cc1cccc(NC(=O)COC(=O)c2ccc3c(=O)n4c(nc3c2)CCC4)c1,14,2,·,7,-5,·,-9,·,·,-0.4
O=C(CN1CCOCC1)NN=C(c1ccccc1)c1ccccc1,32,-3,9,8,1,·,3,-3,2,1.2
CN(C)S(=O)(=O)c1cccc(CNCC2COc3ccccc3O2)c1 (stereo unspecified),10,7,-18,-3,0,i,0,-7,-2,0.5

# (listing goes on)
Compound,DUSP3 inh,SARS 3CLpro inh,MazF activator,PrPC TRFRET,Rv3671c inh,Vc quorum ag,CCHF vOTU inh,SSB-PriA inh,Y pestis TopoI,TcdB inh
COc1ccc(CN(C(=O)c2cccs2)c2nccs2)cc1OC,6,1,-1,-1,0,-4.3,10,-10,10,·
COc1ccc2c(CC(=O)Nc3ncc(C)s3)coc2c1,19,0,5,29*,1,1.1,-17,-4,-8,1.3
Cc1ccc2c(c1)CCO[C@]21O[C@H](CCO)C[C@H](O)[C@H]1O,·,·,5,-2,·,-3.1,0,·,0,0.2
Cc1cccc(NC(=O)c2ccc(NCCc3ccccc3)c([N+](=O)[O-])c2)c1,-14,-2,575*,1,2,2.3,-2,-1,-1,-3.3
CCn1c(CC(C)C)n[nH]c1=S,37,8,6,2,1,-1.6,3,-15,-3,·
CCOC(=O)C1(Cc2ccc(Cl)cc2)CCN(C(=O)c2ccoc2)CC1,22,-2,0,4,3,i,9,3,42,2.9
CCc1cccc(NC(=O)C2CCCN2S(=O)(=O)c2ccc3c(c2)CC(C)N3C(C)=O)c1 (stereo unspecified),25,8,-1,2,-1,-0.2,5,-4,12,-0.1
Cc1ccc(NC(=O)c2nc[nH]c2C(=O)N[C@H](C)c2ccccc2)cc1,·,·,3,5,-14,i,14,-16,8,·
NC(=O)c1ccc(-n2nc(C(F)(F)F)c3c2CCCC3)cc1,14,4,-1,4,-4,-0.5,3,3,6,1.0
NCCS(=O)(=O)NC1CCCCC1,18,-1,6,4,3,-0.4,-7,-6,-4,1.4
COc1cc(C(=O)NCC(=O)NCC2COc3ccccc3O2)cc(OC)c1OC (stereo unspecified),·,·,7,-5,1,i,-4,-4,-2,2.5
COc1ccc2nc(SCC(=O)NC3CCCc4ccccc43)[nH]c2c1 (stereo unspecified),2,2,1,3,5,-0.7,6,-5,5,·

# (more compounds)
Compound,DUSP3 inh,SARS 3CLpro inh,MazF activator,PrPC TRFRET,Rv3671c inh,Vc quorum ag,CCHF vOTU inh,SSB-PriA inh,Y pestis TopoI,TcdB inh
CCn1c(C)cc(C(=O)CSc2nnnn2C2CCCC2)c1C,·,·,2,-4,4,0.1,-17,3,2,0.7
O=CNc1cc(-c2cccc(O)c2)cn2c(-c3ccc(F)cc3)cnc12,·,·,·,-11,·,-1.2,11,·,14,0.4
CC(=O)c1ccc(OCCCC(=O)Nc2ccc(S(=O)(=O)N3CCOCC3)cc2)cc1,·,·,5,-4,0,5.3,12,0,0,0.8
C=CCNC(=O)CN1CCC(c2nc3cc(C)c(C)cc3[nH]2)CC1,-1,-2,3,-17,-3,0.8,11,0,1,1.1
CC(=O)c1c(C)nc2ccc(C)cc2c1-c1ccccc1,23,2,-15,3,5,-0.3,-12,2,9,1.4
CC(NC(=O)C(=O)N1CCOCC1)C(c1cccs1)N1CCN(c2ccccc2F)CC1 (stereo unspecified),12,-5,4,-8,2,-1.8,12,-7,12,0.6
O=C(Oc1ccc(/C=N/NC(=O)c2ccccc2O)cc1)c1ccccc1,-14,4,-1,-4,-15,·,-8,·,8,·
CCOC(=O)c1ccc(NC(=O)CCCN2C(=O)NC3(CCCC3)C2=O)cc1,·,·,7,4,-6,-5.9,-2,-7,-2,0.2
Cc1nn(CC(=O)Nc2sc3c(c2C#N)CCC(C(C)(C)C)C3)c(C)c1[N+](=O)[O-] (stereo unspecified),23,-1,1,-2,-15,-0.2,-11,4,-3,·
O=C(O)c1ccn2c(C(=O)c3ccccc3)c(-c3ccccc3)cc2c1,4,4,1,-3,-2,0.2,4,7,-4,1.2
COc1ccc(NC(=O)c2nc[nH]c2C(=O)NCc2ccccc2)cc1,·,·,2,6,0,-3.0,4,-5,0,-8.1
Cc1ccccc1C1c2[nH]c3ccccc3c2CCN1C(=O)c1ccc(=O)n(C)n1 (stereo unspecified),-5,1,11,5,3,-0.2,-8,12,28,-0.7

# Further entries
Compound,DUSP3 inh,SARS 3CLpro inh,MazF activator,PrPC TRFRET,Rv3671c inh,Vc quorum ag,CCHF vOTU inh,SSB-PriA inh,Y pestis TopoI,TcdB inh
CS(=O)(=O)N(CC(=O)Nc1c(F)cccc1F)Cc1ccccc1,1,-5,10,-3,-3,-0.3,-12,-9,3,0.6
CCCCOP(=O)(c1ccc(N(C)C)cc1)C(O)c1cc(OC)c(OC)c(OC)c1 (stereo unspecified),29,1,-2,-7,5,i,7,-6,-17,1.4
CCCCN1C(=O)C2(OCCCO2)c2cccc(C)c21,6,1,5,4,0,i,12,-28,4,-0.1
COc1ccc(N2C(=O)CC(Nc3ccc(C)cc3)C2=O)cc1 (stereo unspecified),4,5,-7,-4,5,-3.0,-1,-13,-2,·
CCOc1ccc(Nc2oc(-c3ccc(Cl)cc3)nc2C#N)cc1,25,1,9,-4,0,i,-2,5,4,·
COc1ccc(CC(=O)OCC(=O)N2CCc3ccccc32)cc1OC,·,·,-16,-1,-11,i,1,-7,-7,0.1
CCCS(=O)(=O)N1CCN(Cc2ccc([N+](=O)[O-])cc2)CC1,12,3,5,-15,0,i,0,-12,-7,·
Cc1nn(Cc2ccccc2)c(Cl)c1/C=C/C(=O)OC(C)C(=O)N1CCCC1 (stereo unspecified),-12,5,0,-3,0,·,7,-8,3,-2.2
CN(C)c1ccc(/C=N/NC(=O)CN(c2cccc(Cl)c2)S(C)(=O)=O)cc1Br,6,8,12,3,2,i,2,·,15,·
CC(C)c1nc2sc3c(SCC(N)=O)ncnc3c2c2c1CCC2,5,0,7,4,-3,i,-18,5,3,-0.5
CC(=O)OCn1ncc(N2CCOCC2)c(Br)c1=O,38,-3,0,4,-2,i,9,2,-1,0.6
O=C(Nc1ccc(N2CCOCC2)cc1)C1CCN(S(=O)(=O)c2ccccc2F)CC1,38,-1,-1,10,3,-3.7,18,1,-7,0.4

# Continued:
Compound,DUSP3 inh,SARS 3CLpro inh,MazF activator,PrPC TRFRET,Rv3671c inh,Vc quorum ag,CCHF vOTU inh,SSB-PriA inh,Y pestis TopoI,TcdB inh
CCOc1ccc(OCCCCN2CCCC2)cc1,8,-1,1,-3,3,-0.8,11,6,4,·
OCCC1CN(Cc2cc(F)ccc2F)CCN1CCCc1ccccc1 (stereo unspecified),44,1,5,2,5,i,-4,4,12,-0.1
NC(=O)CC(NC(=O)c1ccccc1)c1ccc(N2CCc3ccccc3C2)c([N+](=O)[O-])c1 (stereo unspecified),-7,1,7,-11,-1,-0.5,0,11,1,1.1
COc1ccc(NC(=O)/C=C/c2cccc(Br)c2)cn1,27,-4,13,6,-12,-0.2,-2,4,10,1.1
O=C(c1ccc([N+](=O)[O-])o1)N1CCOCC1,0,-3,6,-41,-3,0.1,1,-2,3,0.7
CC1CCC(C(C)C)C(OC(=O)C[n+]2cc(-c3ccc(Cl)cc3)n3c2CCC3)C1 (stereo unspecified),18,1,23,6,-6,-0.3,4,-2,4,0.2
COCC(C)n1c(COc2ccccc2F)nnc1SCc1c(C)noc1C (stereo unspecified),-13,1,-2,-6,-2,-1.4,14,-11,8,-2.5
CN(C)C(=O)c1cc2cc(Br)ccc2s1,17,0,-2,-2,10,-0.3,3,3,7,0.3
CC1CC(N(C(=O)c2ccco2)c2ccccc2)c2ccccc2N1 (stereo unspecified),7,1,-3,-4,4,-0.7,16,-18,13,·
CCn1c(CNC(=O)c2ccccc2F)nnc1SCC(=O)Nc1nncs1,36,2,-3,4,-2,-0.2,3,1,6,-5.5
O=C(Cc1ccc(Cl)cc1)OCC(=O)N1CCCCCC1,·,·,-1,-1,-6,-2.3,2,-22,13,1.1
O=C(N/N=C/c1cccc(C(F)(F)F)c1)C1CCN(c2ncc(C(F)(F)F)cc2Cl)CC1,33,-6,8,-2,2,-0.3,-3,·,7,·
CCOc1ccc(S(=O)(=O)Nc2nc3cc(OC)ccc3s2)cc1,4,7,1,-2,-3,i,23,-5,-2,3.8
CCCn1c(SCc2nc(N)nc(N3CCCCC3)n2)nc2c1c(=O)n(C)c(=O)n2C,23,-2,10,6,12,i,3,3,7,5.4
Cc1[nH]ccc(=O)c1OCC(=O)O,6,-5,4,-5,5,-0.5,-16,-8,4,-0.1
